# High-throughput results from PubChem BioAssay.
# APEX1 inh – APE1 (human) endonuclease inhibition; AID 2517; Potency, µM (highest dose often 65.8 µM), for inactives: top-dose activity change, negative = inhibition, usual class: inhibitors; recombinant APE1, TAMRA/BHQ-2 abasic DNA cleavage fluorescence; 350,000 compounds, 0.35% hits;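 also: potency is read from the fitted curve at half-maximal effect; plate controls were vehicle for no effect and reference inhibitor for full effect; nearly all actives have a fitted effect of over 55% in size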
# Target sequence (P27695 whole entry, looked up): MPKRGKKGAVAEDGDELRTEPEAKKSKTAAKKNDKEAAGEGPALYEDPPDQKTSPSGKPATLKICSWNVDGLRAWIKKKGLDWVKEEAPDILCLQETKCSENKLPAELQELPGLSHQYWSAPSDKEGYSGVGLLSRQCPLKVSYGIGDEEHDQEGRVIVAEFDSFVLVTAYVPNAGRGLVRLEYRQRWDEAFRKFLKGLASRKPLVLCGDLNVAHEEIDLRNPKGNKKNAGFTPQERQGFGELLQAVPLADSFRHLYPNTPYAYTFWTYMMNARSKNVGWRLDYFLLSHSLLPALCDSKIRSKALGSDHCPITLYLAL
#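 Kinetic fluorescence read (525 ex/598 em nm, three reads 60 s apart) of AP-site incision; signal = third minus first read. Enzyme 0.75 nM, dual-labelled THF duplex 50 nM, compound preincubation 15 min RT.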
# POLB inh – DNA polymerase beta (human) inhibition; P06746; Pol beta primer extension/strand displacement, fluorescence kinetic; Potency, µM (highest dose often 114 µM), inactives show at the highest dose activity change, negative = inhibition, usual class: inhibitors; 340,000 compounds, 1.3% hits; AID 485314; also: potency is read from the fitted curve at half-maximal effect; % is scaled to controls: 0 for no effect and ±100 for the full control effect
#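 Reaction started by 50 nM substrate onto compound-treated Pol beta (10 nM, 15 min preincubation, room temperature); plates read at 0 min and 10 min. Normalized concentration-effect data fitted by four-parameter Hill equation.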
# PGK inhibitor – blocks T. brucei phosphoglycerate kinase; P07378; PGK/GAPDH coupled, Kinase-Glo luminescence, 60 min; Potency, µM (doses to about 57.5 µM), without a hit: at the top dose activity change, negative = inhibition, usual class: inhibitors; 380,000 compounds, 0.043% hits; also: potency is read from the fitted curve at half-maximal effect; % is scaled to controls: 0 for no effect and ±100 for the full control effect; nearly all actives have a fitted effect of over 60% in size
#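 Luminescent ATP detection (Kinase-Glo Plus) follows a 60-minute room-temperature incubation, with wells lacking PGK as controls. Buffer: 100 mM TEA (pH 7.6), 5 mM MgCl2, 0.01% Tween-20. Coupling enzyme GAPDH (100 nM final) supplies unstable 1,3-BPG in-well.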
# POLK inh – DNA polymerase kappa (human) inhibition | Q9UBT6 | AID 588579 | 400,000 compounds, 0.53% hits | purified Pol kappa, fluorescent DNA synthesis assay, 10 min | Potency, µM (series often up to 107 µM), inactives show at the top dose activity, negative = inhibition, actives largely listed as inhibitors; also: potency is read from the fitted curve at half-maximal effect; % is scaled to controls: 0 for no effect and ±100 for the full control effect
#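 10 nM Pol kappa preincubated 15 min at room temperature with compounds, then reaction started with substrate at 50 nM final. Fluorescence read kinetically at 0 and 10 min; buffer-only wells served as negative control.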
# BLM helicase inh – inhibitors of human Bloom syndrome helicase BLM; P54132; recombinant BLM DNA unwinding, fluorescence dequenching; Potency, µM (highest dose often 56.1 µM), for inactives: at the highest dose activity change, negative = inhibition, actives largely listed as inhibitors; 350,000 compounds, 0.2% hits;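 also: potency is read from the fitted curve at half-maximal effect; plate controls were vehicle for no effect and no enzyme for full effect; nearly all actives have a fitted effect of over 35% in size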
# Anesthetic bind – candidate novel general anesthetic via apoferritin binding | 350,000 compounds, 0.074% hits | Potency, µM (highest dose often 77.5 µM), for the others: top-dose activity change, negative = displacement, most hits filed as inhibitors | apoferritin/1-aminoanthracene competitive binding, fluorescence | P02791; also: potency is read from the fitted curve at half-maximal effect; % is scaled to controls: 0 for no effect and ±100 for the full control effect; nearly all actives have a fitted effect of over 20% in size
#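 In PBS, apoferritin at 10 uM is loaded with 1-AMA from a 50% saturated solution. After 10 min of compound exposure at ambient temperature, reduced 535 nm fluorescence indicates probe displacement.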
# Pol iota inh – DNA polymerase iota (human) inhibition | AID 588590 | Pol iota fluorescent replication assay, 10 min | 390,000 compounds, 1% hits | Q9UNA4 | Potency, µM (doses to about 115 µM), inactives show at the highest dose activity, negative = inhibition, hits mostly inhibitors; also: potency is read from the fitted curve at half-maximal effect
# Target sequence (Q9UNA4 whole entry, looked up): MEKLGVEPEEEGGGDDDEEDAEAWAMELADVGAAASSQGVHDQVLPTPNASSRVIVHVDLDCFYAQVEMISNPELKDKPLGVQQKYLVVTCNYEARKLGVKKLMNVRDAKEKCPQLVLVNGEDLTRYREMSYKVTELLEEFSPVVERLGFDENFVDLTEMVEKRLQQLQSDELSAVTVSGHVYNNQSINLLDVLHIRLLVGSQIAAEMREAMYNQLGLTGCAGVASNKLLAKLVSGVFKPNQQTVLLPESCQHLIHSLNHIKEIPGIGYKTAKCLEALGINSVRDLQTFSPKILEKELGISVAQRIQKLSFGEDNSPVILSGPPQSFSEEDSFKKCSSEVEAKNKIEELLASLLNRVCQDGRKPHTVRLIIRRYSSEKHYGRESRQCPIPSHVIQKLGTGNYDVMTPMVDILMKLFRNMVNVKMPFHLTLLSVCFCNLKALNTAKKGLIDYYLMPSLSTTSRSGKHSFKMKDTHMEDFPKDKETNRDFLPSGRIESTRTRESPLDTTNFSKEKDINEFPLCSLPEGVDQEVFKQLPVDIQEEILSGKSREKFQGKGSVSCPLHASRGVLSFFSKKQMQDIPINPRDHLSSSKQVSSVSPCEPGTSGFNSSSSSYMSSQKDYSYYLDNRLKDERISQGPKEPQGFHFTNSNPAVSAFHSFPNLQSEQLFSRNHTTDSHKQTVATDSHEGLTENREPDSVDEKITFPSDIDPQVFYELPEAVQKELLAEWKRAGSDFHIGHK
#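 Fluorescent replication assay read twice, at 0 min and 10 min after adding 50 nM (final) substrate. Enzyme (10 nM) and compounds were first incubated 15 min at room temperature; enzyme-free buffer wells were negative controls.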
# Pol eta inh – blocks human DNA polymerase eta activity | Q9Y253 | recombinant Pol eta, fluorescent DNA replication assay | Potency, µM (doses to about 114 µM), inactives show top-dose activity change, negative = inhibition, usual class: inhibitors | 390,000 compounds, 1.2% hits | AID 588591; also: potency is read from the fitted curve at half-maximal effect; % is scaled to controls: 0 for no effect and ±100 for the full control effect
#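 Pol eta (10 nM) was preincubated with compounds for 15 min at room temperature, after which fluorescent replication substrate (50 nM final) was added to start the reaction. Fluorescence was read kinetically at 0 and 10 min.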
# RXFP1 antag – blocks the human relaxin receptor RXFP1; activity change, negative = inhibition, % at 57.5 µM; 350,000 compounds, 0.59% hits; Q9HBX9; HEK293-RXFP1, relaxin-stimulated cAMP HTRF, 30 min; hits give low values;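 active = activity change of -60% or lower, but not beyond a set lower limit; inconclusive = change between -60% and -40%, or beyond the set limit; inactive = change above -40%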; also: % is scaled to controls: 0 for no effect and ±100 for the full control effect
# * = called active by the depositor; i = inactive; u = inconclusive; x = no result given; [ ] = remark or other dose. Unless noted, calls follow the shape of the dose curve; as a rule, active = well fitted curve in the direction sought with a large enough effect; inconclusive = small, poorly fitted or top-dose-only effect, or another doubt; inactive = no such curve, though single readings can be large; an effect the other way counts as inactive or inconclusive.
1	Cc1nn2c(=S)[nH]nc2[nH]c1=O
2	CC(=O)N1CCN(c2ccc(NC(=O)c3ccc(Cl)c([N+](=O)[O-])c3)cc2)CC1
3	Cc1c(C(=O)N2CCC2)oc2ccc(Cl)cc12
4	CCN1CCN(C(=O)C2CCN(S(=O)(=O)c3ccc(SC)cc3)CC2)CC1
5	Cc1cc(C)n(-c2nc3c(c(=O)[nH]c(=O)n3C)n2CC(O)COc2ccccc2)n1 (stereo not given)
6	CC(C)Cn1c(SCC(=O)Nc2cccc(S(N)(=O)=O)c2)nc2ccccc2c1=O
7	CCOC(=O)C1(CCOc2ccccc2)CCN(S(=O)(=O)N(C)C)CC1
8	Cc1ccc(NC(=O)Nc2ccc3c(c2)N(C)C(=O)c2ccccc2S3)c(C)c1

compound no.	1	2	3	4	5	6	7	8
APEX1 inh	-2%	32%	-11%	56%[activator]	-8%	-6%	10%	x
POLB inh	0%	18%	x	2%	8%	6%	0%	20%
PGK inhibitor	-4%	-1%	-6%	i	-2%	-3%	-8%	0%
POLK inh	3%	-1%[60.1 µM]	-2%	-18%	-1%	-15%	-4%	-9%
BLM helicase inh	2%	-5%	x	-3%	0%	-7%	-4%	-6%
Anesthetic bind	-13%	1%	x	-2%	-13%	-5%	-11%	u
Pol iota inh	23%	9%	99%[activator]	36%[activator]	18%	134%[activator]	18%	0%
Pol eta inh	-13%	-17%	-5%	-11%	-19%	-7%	-19%	-23%
RXFP1 antag	-5	2	-11	7	4	-16	2	-20

# Four structures already listed, arranged by length of the SMILES, largest number first:
5	Cc1cc(C)n(-c2nc3c(c(=O)[nH]c(=O)n3C)n2CC(O)COc2ccccc2)n1 (stereo not given)
6	CC(C)Cn1c(SCC(=O)Nc2cccc(S(N)(=O)=O)c2)nc2ccccc2c1=O
8	Cc1ccc(NC(=O)Nc2ccc3c(c2)N(C)C(=O)c2ccccc2S3)c(C)c1
7	CCOC(=O)C1(CCOc2ccccc2)CCN(S(=O)(=O)N(C)C)CC1

compound no.	5	6	8	7
APEX1 inh	-8%	-6%	x	10%
POLB inh	8%	6%	20%	0%
PGK inhibitor	-2%	-3%	0%	-8%
POLK inh	-1%	-15%	-9%	-4%
BLM helicase inh	0%	-7%	-6%	-4%
Anesthetic bind	-13%	-5%	u	-11%
Pol iota inh	18%	134%[activator]	0%	18%
Pol eta inh	-19%	-7%	-23%	-19%
RXFP1 antag	4	-16	-20	2

# Following part:
9	COc1ccc(S(=O)(=O)Nc2cc(-c3cn4cccc(C)c4n3)ccc2C)cc1C
10	CC1CCc2c(sc3nnn(Cc4ccccc4Cl)c(=O)c23)C1 (stereo not given)
11	CC(C)CC1OC(=O)C2=CCCCC21 (stereo not given)
12	COc1cccc(CN(C)C(=O)c2ccc3c(=O)n4c(nc3c2)CCC4)c1
13	CCC(C)Nc1nc(N)c([N+](=O)[O-])c(N2CCCCCC2)n1 (stereo not given)
14	Cc1ccccc1NC(=O)c1c(NC(=O)c2ccco2)sc2c1CCC(C(C)(C)C)C2 (stereo not given)
15	CCC(=O)Nc1c(-c2ccc(OC)cc2)c(=O)c2ccccc2n1C
16	COc1ccc(CNC(=O)Nc2cccc(Cl)c2)cc1

compound no.	9	10	11	12	13	14	15	16
APEX1 inh	x	x	-4%	-11%	16%	x	-6%	3%
POLB inh	-2%	-19%	x	x	-21%	0%	9%	5%
PGK inhibitor	0%	i	x	3%	-2%	-5%	3%	-6%
POLK inh	-12%	-24%	15%[60.1 µM]	-6%	-11%	1%	8%	-8%
BLM helicase inh	-3%	-5%	-5%	x	-4%	-8%	1%	0%
Anesthetic bind	43%[activator]	u	-9%	x	-15%	-6%	3%	-5%
Pol iota inh	-10%	-10%	x	19%	70%[activator]	-12%	-2%	4%
Pol eta inh	-7%	-9%	x	-3%	-12%	-11%	-2%	-3%
RXFP1 antag	x	-14	x	-21	-10	-1	-5	0

17	Cc1[nH]c2ccccc2c1SCC(=O)N1CCCc2ccccc21
18	N#Cc1cnc(Nc2nc3ccccc3o2)nc1-c1ccccc1
19	Cn1c(SCC(=O)N2CCCc3ccccc32)ncc(C(=O)Nc2ccc(F)cc2)c1=O
20	Cc1ccc(Cn2nc(C)c(NC(=O)c3nn(C)cc3Cl)c2C)cc1
21	Nc1ccc2oc(=O)c(-c3ccccc3)cc2c1
22	CCOc1ccc(S(=O)(=O)Nc2cccc(OC)c2)c2cccnc12
23	Cc1ccccc1NC(=O)C1CCN(S(=O)(=O)c2ccccc2)CC1
24	CCOC(=O)C1=C(C)Nc2nnnn2C1c1cccc(OC)c1OC (stereo not given)

compound no.	17	18	19	20	21	22	23	24
APEX1 inh	-9%	4%	x	-1%	46%[activator]	x	x	7%
POLB inh	2%	1%	0%	20%	-8%	u	-1%	3%
PGK inhibitor	-3%	-5%	i	-8%	-6%	-2%	-10%	5%
POLK inh	-9%	-5%	-9%[60.1 µM]	-15%	-1%	-21%	-5%[60.1 µM]	-6%
BLM helicase inh	-3%	1%	1%	2%	-3%	-4%	-3%	1%
Anesthetic bind	2%	4%	-16%	-10%	27%	-13%	-8%	-7%
Pol iota inh	22%	4%	18%	4%	35%[activator]	-22%	30%[activator]	6%
Pol eta inh	-10%	4%	-6%	6%	-3%	7%	-17%	-5%
RXFP1 antag	-4	0	-3	-1	0	x	7	16

25	CCOC(=O)N1CCN(C(=O)C2CCCN(S(=O)(=O)c3cccnc3)C2)CC1 (stereo not given)
26	Cc1ccc(N(C(=O)CNC(=O)c2ccco2)C(C(=O)NC2CCCCC2)c2cccnc2)cc1F (stereo not given)
27	CCCN1CCN(CCCNC(=O)c2ccc3c(c2)NC(=O)c2ccccc2S3)CC1
28	COc1ccc(-c2n[nH]c(C)c2-c2cnn(-c3ccccc3)c2)c(O)c1C
29	CCc1ccc(/C=N/N2CCN(c3ccccn3)CC2)cc1
30	COC(=O)C(C(=O)Nc1ncccn1)C1CCCCCC1 (stereo not given)
31	Cc1ccccc1NC(=O)COC(=O)CC1CCCC1
32	Cc1cccc(N2CCN(C(=O)C3CCN(C(=O)c4cc5sccc5n4C)CC3)CC2C)c1 (stereo not given)

compound no.	25	26	27	28	29	30	31	32
APEX1 inh	-1%	46%	19%	-11%	u	4%	22%	x
POLB inh	20%	2%	-15%	10%	-9%	2%	x	0%
PGK inhibitor	-4%	i	1%	-2%	-3%	12%	3%	5%
POLK inh	7%	-1%	-13%	-24%	6%	-11%	-3%	-2%
BLM helicase inh	-6%	0%	-12%	-13%	-2%	1%	x	-4%
Anesthetic bind	2%	19%	-10%	-10%	-10%	-4%	x	-10%
Pol iota inh	2%	10%	-16%	-5%	8%	19%	21%	11%
Pol eta inh	2%	0%	0%	-10%	-14%	-19%	-10%	6%
RXFP1 antag	x	-11	11	-4	6	1	22	-65*

33	O=C(NCCc1c[nH]c2ccccc12)C(=O)NCC1OCCCN1S(=O)(=O)c1ccccc1 (stereo not given)
34	CCCC1(c2ccccc2)NC(=O)N(CC(=O)Nc2cc(OC)cc(OC)c2)C1=O (stereo not given)
35	CC(C)(C)c1ccc(C(=O)NNC(=O)c2cccc(Br)c2)cc1
36	COc1ccc(C(N)=O)c(OCC(=O)Nc2cc(C)on2)c1
37	CC(=O)Nc1ccc(/C=C(\C#N)C(=O)NCc2ccccc2)cc1
38	CCOc1ccc(NC(=O)N2CCN(C(=O)c3nsc4ccccc34)CC2)cc1
39	Cc1cc(C)n(CC(=O)NNC(=O)COc2ccc(F)cc2Br)n1
40	CCOC(=O)Cc1nc2ccccc2n(CC#N)c1=O

compound no.	33	34	35	36	37	38	39	40
APEX1 inh	3%	-16%	-2%	41%[activator]	5%	x	29%	-2%
POLB inh	2%	34%	-1%	x	36%	-16%	x	0%
PGK inhibitor	i	-7%	-9%	8%	-4%	0%	-1%	5%
POLK inh	-4%	-27%	-2%	-14%	-6%	1%[60.1 µM]	-3%	1%
BLM helicase inh	4%	-4%	0%	x	0%	0%	x	-7%
Anesthetic bind	-5%	-18%	3%	x	-12%	-8%	x	-3%
Pol iota inh	14%	5%	u	25%	14%	-9%	21%	66%[activator]
Pol eta inh	-19%	-5%	-3%	-24%	2%	-11%	-6%	-17%
RXFP1 antag	-3	15	-2	-4	-10	-14	3	0

41	COc1ccc(/C=N/NC(=O)c2cccc([N+](=O)[O-])c2)cc1OC(=O)c1ccccc1
42	O=C(NC1CCOc2ccccc21)C1CCCC1 (stereo not given)
43	COc1ccc(Cl)cc1NC(=O)Cn1ccn(Cc2ccc(C)cc2)c(=O)c1=O
44	O=C(CN1CCN(S(=O)(=O)c2ccc3c(c2)OCCO3)CC1)Nc1ccccc1Br
45	O=C(NCCCc1ccccc1)c1ccccc1O
46	Cc1ccccc1CS(=O)(=O)CCC(=O)O
47	COc1ccc([N+](=O)[O-])cc1N(CC(=O)NCCCOC(C)C)S(C)(=O)=O
48	C/C(Cn1nc([N+](=O)[O-])cc1C)=N\NC(=O)COc1c(Cl)cc(Cl)cc1Cl
49	Cc1ccc(C2(C)NC(=O)N(CC(=O)Nc3ccc(S(=O)(=O)Nc4nccs4)cc3)C2=O)cc1 (stereo not given)

compound no.	41	42	43	44	45	46	47	48	49
APEX1 inh	-8%	40%[12.4 µM]	x	x	-1%	u	2%	3%	7%
POLB inh	8%	1%	-12%	x	-3%	12%	-1%	3%	x
PGK inhibitor	-3%	7%	0%	-1%	-2%	-1%	-9%	-5%	-2%
POLK inh	-12%	-10%	-21%	-1%	-5%[60.1 µM]	-12%	-4%	-4%	-23%
BLM helicase inh	-8%	-2%	-4%	x	2%	-2%	-1%	-2%	x
Anesthetic bind	-16%	-10%	-13%	x	u	0%	0%	-12%	x
Pol iota inh	-7%	15%	9%	21%	4%	42%[activator]	8%	2%	14%
Pol eta inh	1%	-15%	-3%	-8%	6%	-20%	-3%	-1%	1%
RXFP1 antag	5	-2	-1	-7	-18	-2	16	2	-10

# This is a subset; the hit share may differ from the screen's.
